Screens deposited in PubChem by several laboratories.
PKA-R2B act = activates the human PKA-R2B holoenzyme complex. 340,000 tested, 0.079% active. AID 504700. activation, % at 11.4 µM. PKA-R2B holoenzyme dissociation, Cy5-IP20 fluorescence polarization; R2B truncated from residue 108, S112A mutant; 0% DMSO only, 100% 113 µM cGMP;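 active = activation above a cutoff set at the mean over all compounds plus 3 SD, cut at about 18% in these data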;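 also: higher means more holoenzyme dissociation and a rise in polarization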
Target sequence (P31323 whole entry, looked up, other chains not shown, the tested form may be a part): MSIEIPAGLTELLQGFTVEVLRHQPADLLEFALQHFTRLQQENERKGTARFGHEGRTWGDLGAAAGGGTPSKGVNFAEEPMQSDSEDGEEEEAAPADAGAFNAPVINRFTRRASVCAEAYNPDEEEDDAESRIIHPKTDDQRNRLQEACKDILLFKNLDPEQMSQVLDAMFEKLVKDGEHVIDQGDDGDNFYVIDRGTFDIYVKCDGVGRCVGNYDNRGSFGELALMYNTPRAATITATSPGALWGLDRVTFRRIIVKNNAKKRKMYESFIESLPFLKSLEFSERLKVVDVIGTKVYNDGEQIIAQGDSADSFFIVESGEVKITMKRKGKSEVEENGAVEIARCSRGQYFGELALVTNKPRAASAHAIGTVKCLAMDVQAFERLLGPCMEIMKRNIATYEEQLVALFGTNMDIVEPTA
Arrestin-AP2 inh = human beta-arrestin and AP2 interaction inhibition; FITC-arrestin peptide / GST-AP2 beads, flow cytometry; AP2 beta2 appendage carries R879A mutation; inhibition, % at 10 µM; 340,000 tested, 0.31% active; AID 504490;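 active = inhibition above a set limit, near 3 SD of compounds lacking own fluorescence, cut at about 54% in these data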;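 also: plate controls were DMSO wells for no effect and 5 µM unlabelled arrestin peptide for full effect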
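System: GST-tagged AP2 beta2-adaptin appendage (R879A) on 4 µm glutathione beads / Reagent: FITC-arrestin peptide, 50 nM / Detection: HyperCyt-sampled flow cytometry, FL1 channel, ex 488/em 535 nm / Timing: 12 min plus 1 h, RT / Buffer or medium: PBS plus Tween 20 (0.05%) and BSA (0.1%)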
DSG3 Ab inh = blocks pemphigus antibody binding to human desmoglein-3; DSG3-coupled beads, scFv-anti-DSG3-GFP binding, flow cytometry; stronger effect = lower value; binding (percent of control), % at 10 µM; 310,000 tested, 0.48% active;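 active = binding more than 3 SD below its plate's average and above zero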;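 also: hits lower antibody fragment binding to DSG3; some compounds called inactive have numbers as strong as hits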
Mot1-301 SUMO = inhibitors of SUMOylation pathway: yeast Mot1-301 growth rescue. growth rescue, % at 18.8 µM. S. cerevisiae Mot1-301 growth rescue, ATP luminescence, 38.5C; percent above DMSO median, 100 means doubled. 320,000 tested, 1% active. AID 2716;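 active = every valid replicate shows activation above 250% relative to neutral control wells; inactive = the rest, any valid replicate at or below 250%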;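 also: OY570 slx delta 5 strain wells were the positive control but not used for scaling; some compounds called inactive have numbers as strong as hits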
SR-BI uptake up = SR-BI HDL lipid transfer activation | AID 504775 | CHO ldlA[mSR-BI] cells, DiI-HDL uptake fluorescence, 3 h; 100 = double the neutral-control signal | 320,000 tested, 0.096% active | activation, % at 12.5 µM;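 active = mean replicate activation of at least 60% and every replicate at or above 60%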;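 also: 0% = median plate neutral-control signal and 100% = twice that signal; values of inactives mirror those of a sister screen read the other way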
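System: CHO ldlA[mSR-BI] cells / Medium: HEPES-buffered (25 mM, pH 7.4) F12 plus 0.5% BSA / Probe or stimulus: labelled HDL, 10 µg/mL / Doses: single compound concentration, delivered by pin transfer / Schedule: 3 h, 37 °C / Measured by: DiI fluorescence, bottom read / Measure: cell-associated DiI fluorescence as measure of HDL uptake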
MITF TRPM1 HTS = activators of MITF-driven TRPM1 promoter activity in SK-MEL-5 cells | SK-MEL-5 TRPM1-promoter luciferase, 24 h; % of positive control, neutral wells = 0 | activation, % at 12.5 µM | 300,000 tested, 0.75% active | AID 588334;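 active = mean activation of at least 80% with every replicate also reaching 80%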;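 also: 0% = neutral control wells and 100% = parthenolide positive control wells; values of inactives mirror those of a sister screen read the other way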
SR-BI DiI inh = blocks mouse SR-BI lipid uptake from DiI-HDL | inhibition, % at 12.5 µM | 320,000 tested, 0.96% active | AID 488896 | ldlA[mSR-BI] CHO cells, DiI-HDL uptake fluorescence, 3 h;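 active = mean replicate inhibition of at least 70% and a set share of replicates each scoring 70 or more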;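 also: 0% = median of neutral control wells and 100% = median of positive control wells; values of inactives mirror those of a sister screen read the other way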
Target sequence (Q61009 whole entry, looked up): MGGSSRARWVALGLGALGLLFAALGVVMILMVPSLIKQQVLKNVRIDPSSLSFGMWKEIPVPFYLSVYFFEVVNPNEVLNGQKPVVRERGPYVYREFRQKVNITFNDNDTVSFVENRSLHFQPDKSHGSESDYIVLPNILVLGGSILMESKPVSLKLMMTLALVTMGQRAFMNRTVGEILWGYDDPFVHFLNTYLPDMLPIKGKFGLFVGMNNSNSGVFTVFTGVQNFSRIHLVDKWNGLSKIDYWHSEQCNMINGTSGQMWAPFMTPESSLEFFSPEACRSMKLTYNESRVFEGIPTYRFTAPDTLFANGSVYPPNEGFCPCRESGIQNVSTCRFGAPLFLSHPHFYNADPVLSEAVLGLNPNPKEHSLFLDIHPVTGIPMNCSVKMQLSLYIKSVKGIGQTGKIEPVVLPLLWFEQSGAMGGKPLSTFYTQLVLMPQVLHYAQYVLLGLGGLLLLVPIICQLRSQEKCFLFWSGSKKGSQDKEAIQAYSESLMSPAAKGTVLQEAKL
PKA-R1A act = activates the PKA-R1A holoenzyme complex. P00514+P68181. activation, % at 11.4 µM. PKA-R1A dissociation, Cy5-IP20 fluorescence polarization; scaled: DMSO 0%, 113 µM cGMP 100%. 340,000 tested, 0.083% active;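 active = percent activation above the mean of all tested compounds plus 3 SD, cut at about 19% in these data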;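 also: higher means more PKAc released from R1A so a rise in polarization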
dFosB act = activators of mouse delta FosB homodimer; P13346; purified delta FosB, TAMRA-CDK5 oligo fluorescence polarization; percent of positive-control signal above neutral wells; 340,000 tested, 0.99% active; activation, % at 25 µM;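 active = mean activation above about 17%, with every replicate also reaching it, limit read from the data, passing the limit was not always enough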;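 also: fluorescence polarization rise as delta FosB binds a TAMRA Cdk5 AP-1 oligo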
NSD2 inh = inhibitors of human histone methyltransferase NSD2 | O96028 | NSD2 peptide methylation, AlphaScreen, 120 min | inhibition, % at 12.5 µM | 310,000 tested, 0.54% active; in the data active = inhibition above about 50%
CDK5 p35 inh = CDK5/p35 (human) kinase inhibition. Q00535+Q15078. Recombinant CDK5/p35, ADP-Glo luminescence, 60 min. inhibition, % at 10 µM. 330,000 tested, 0.01% active. AID 488839;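 active = highest replicate inhibition of at least 50% and at least 75% of replicates reaching 50%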;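 also: plate controls were DMSO neutral control for no effect and GW8510 at 10 µM for full effect; many of its hits are not listed in these tables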
* marks the source's active call; other numbers are inactive results.

Screening CCN(CC)C1=NC(=[N+](CC)CC)c2ccccc21 returned PKA-R2B act -2, Arrestin-AP2 inh 4, DSG3 Ab inh 103, Mot1-301 SUMO 13, SR-BI uptake up 17, MITF TRPM1 HTS -50, SR-BI DiI inh -17, PKA-R1A act 4, dFosB act 2, NSD2 inh 3 and CDK5 p35 inh -0.4.
O=C(O)C1C2c3ccccc3C(O)C1(C(=O)O)c1ccccc12 (centres undefined) was read as PKA-R2B act 0, Arrestin-AP2 inh 13, DSG3 Ab inh 92, SR-BI uptake up 9, MITF TRPM1 HTS 15, SR-BI DiI inh -9, PKA-R1A act 1, dFosB act 6, NSD2 inh -1 and CDK5 p35 inh -1.1.
`C=Cn1ccnc1P(=S)(c1c(C)nn(-c2ccccc2)c1C)c1nccn1C=C` gave PKA-R2B act -7, Arrestin-AP2 inh -3, DSG3 Ab inh 108, Mot1-301 SUMO -10, SR-BI uptake up 29, MITF TRPM1 HTS -6, SR-BI DiI inh -29, PKA-R1A act -10, dFosB act -5, NSD2 inh -7 and CDK5 p35 inh -17.
Screening OCC12COC3c4ccccc4C(OC1)N32 (centres undefined) returned PKA-R2B act -4, Arrestin-AP2 inh 4, DSG3 Ab inh 97, Mot1-301 SUMO -20, SR-BI uptake up 17, SR-BI DiI inh -17, PKA-R1A act -7, dFosB act 1, NSD2 inh -2 and CDK5 p35 inh -1.8.
For O=C(Nc1ccncc1)c1cccn(Cc2ccccc2)c1=O the results were PKA-R2B act 3, Arrestin-AP2 inh -1, DSG3 Ab inh 95, Mot1-301 SUMO -13, SR-BI uptake up -5, MITF TRPM1 HTS -18, SR-BI DiI inh 5, PKA-R1A act -9, dFosB act -2, NSD2 inh -1 and CDK5 p35 inh 0.4.
`CCc1ccc(NC(=O)CN2CC(c3ccccc3)CC2=O)cc1` (centres undefined) gave PKA-R2B act -2, Arrestin-AP2 inh 4, DSG3 Ab inh 88, Mot1-301 SUMO -24, MITF TRPM1 HTS 11, PKA-R1A act 1, dFosB act -7 and CDK5 p35 inh 2.2.
Screening CC(c1ccccc1)n1cncc1C(=O)O (centres undefined) returned PKA-R2B act 0, Arrestin-AP2 inh 13, DSG3 Ab inh 104, Mot1-301 SUMO -18, SR-BI uptake up 23, MITF TRPM1 HTS 0, SR-BI DiI inh -23, PKA-R1A act 6, dFosB act -3, NSD2 inh 1 and CDK5 p35 inh -0.2.
CCN(C(=O)COC(=O)c1cn(C)c2ccccc12)c1ccc(F)cc1 was read as PKA-R2B act -5, Arrestin-AP2 inh -3, Mot1-301 SUMO 5, SR-BI uptake up -6, MITF TRPM1 HTS -7, SR-BI DiI inh 6, PKA-R1A act -2, dFosB act -5, NSD2 inh 1 and CDK5 p35 inh 2.3.
For CN1CCN(CCOC2c3ccccc3CSc3ccc(Cl)cc32)CC1 (centres undefined) the results were PKA-R2B act 2, Arrestin-AP2 inh 1, DSG3 Ab inh 121, Mot1-301 SUMO -10, SR-BI uptake up -1, MITF TRPM1 HTS -7, SR-BI DiI inh 1, PKA-R1A act -3, dFosB act -2, NSD2 inh 18 and CDK5 p35 inh -1.1.
`COc1cc(O)cc2c1cc([N+](=O)[O-])c1c(C(=O)O)cc3c(c12)OCO3` gave PKA-R2B act 0, Arrestin-AP2 inh 6, DSG3 Ab inh 101, SR-BI uptake up 2, MITF TRPM1 HTS -7, SR-BI DiI inh -2, PKA-R1A act -2, dFosB act -8 and CDK5 p35 inh -0.4.
Screening COC(=O)C1=C(c2cccc(OC)c2OC)C[C@@H]2CC[C@H]1N2C(=O)NCC1CC1 returned PKA-R2B act -10, Arrestin-AP2 inh -10, DSG3 Ab inh 102, Mot1-301 SUMO -4, SR-BI uptake up 6, MITF TRPM1 HTS 2, SR-BI DiI inh -6, PKA-R1A act 0, dFosB act -2 and CDK5 p35 inh 1.0.
COC(=O)C1=C(c2ccc(F)cc2OCc2ccccc2)C[C@@H]2CC[C@H]1N2C(=O)NCC1CC1 was read as PKA-R2B act -2, Arrestin-AP2 inh 0, DSG3 Ab inh 106, Mot1-301 SUMO 2, SR-BI uptake up -4, MITF TRPM1 HTS 0, SR-BI DiI inh 4, PKA-R1A act 0, dFosB act -4 and CDK5 p35 inh -0.9.
`CCc1ccc(NC(=O)C(C)OC(=O)c2c(C)nn(Cc3ccccc3)c2Cl)cc1` (centres undefined) gave PKA-R2B act -11, Arrestin-AP2 inh 6, DSG3 Ab inh 83, Mot1-301 SUMO 8, SR-BI uptake up 16, MITF TRPM1 HTS -3, SR-BI DiI inh -16, PKA-R1A act -10, dFosB act -7, NSD2 inh -2 and CDK5 p35 inh -0.4.
Screening CC12CCC(=O)C=C1CCC1C2CCC2(C)C(O)CCC12 (centres undefined) returned PKA-R2B act -5, Arrestin-AP2 inh 7, DSG3 Ab inh 102, Mot1-301 SUMO 4, SR-BI uptake up 11, MITF TRPM1 HTS -14, SR-BI DiI inh -11, PKA-R1A act -13, dFosB act -6 and CDK5 p35 inh 0.6.
Cc1onc(-c2c(Cl)cccc2Cl)c1/C(N)=N/OC(=O)N(C)C was read as PKA-R2B act -10, Arrestin-AP2 inh -14, Mot1-301 SUMO -12, SR-BI uptake up -7, SR-BI DiI inh 7, PKA-R1A act -4, dFosB act 1, NSD2 inh 3 and CDK5 p35 inh 6.3.
Screening O=C(O)c1ccc(/C=C/c2nc3ccccc3c(=O)n2-c2ccc(Br)cc2)cc1 returned PKA-R2B act -1, Arrestin-AP2 inh -12, DSG3 Ab inh 112, Mot1-301 SUMO 4, SR-BI uptake up 18, MITF TRPM1 HTS -12, SR-BI DiI inh -18, PKA-R1A act 0, dFosB act -12, NSD2 inh 4 and CDK5 p35 inh -0.5.
Screening CCOC(=O)C1(c2ccccc2)Oc2ccccc2C(c2ccc(OC)cc2)=C1C(=O)OC (centres undefined) returned PKA-R2B act -2, Arrestin-AP2 inh 31, DSG3 Ab inh 105, SR-BI uptake up 17, MITF TRPM1 HTS 8, SR-BI DiI inh -17, PKA-R1A act 2, dFosB act -7 and CDK5 p35 inh 1.4.
CCOP(=O)(OCC)C(NC(=O)c1cccc2ccccc12)C(Cl)(Cl)Cl (centres undefined) was read as PKA-R2B act -3, Arrestin-AP2 inh 8, DSG3 Ab inh 126, Mot1-301 SUMO -10, SR-BI uptake up 19, MITF TRPM1 HTS -3, SR-BI DiI inh -19, PKA-R1A act 4, dFosB act -4, NSD2 inh -1 and CDK5 p35 inh -2.0.
For CCCCCOc1ccc(C)cc1CN(CCCl)CCCl the results were Arrestin-AP2 inh 3, DSG3 Ab inh 91, Mot1-301 SUMO 25, SR-BI uptake up 1, SR-BI DiI inh -1, dFosB act 2, NSD2 inh 6 and CDK5 p35 inh -1.1.
`CCOC(=O)C1=C(N)OC2=C(C(=O)CCC2)C12C(=O)Nc1ccccc12` (centres undefined) gave PKA-R2B act -6, Arrestin-AP2 inh -6, DSG3 Ab inh 95, Mot1-301 SUMO -5, SR-BI uptake up -3, MITF TRPM1 HTS -18, SR-BI DiI inh 3, PKA-R1A act -15, dFosB act 0 and CDK5 p35 inh 2.2.

Random excerpt: 2 compounds from above, in no set order.
CCOP(=O)(OCC)C(NC(=O)c1cccc2ccccc12)C(Cl)(Cl)Cl (centres undefined) was read as PKA-R2B act -3, Arrestin-AP2 inh 8, DSG3 Ab inh 126, Mot1-301 SUMO -10, SR-BI uptake up 19, MITF TRPM1 HTS -3, SR-BI DiI inh -19, PKA-R1A act 4, dFosB act -4, NSD2 inh -1 and CDK5 p35 inh -2.0.
Screening COC(=O)C1=C(c2cccc(OC)c2OC)C[C@@H]2CC[C@H]1N2C(=O)NCC1CC1 returned PKA-R2B act -10, Arrestin-AP2 inh -10, DSG3 Ab inh 102, Mot1-301 SUMO -4, SR-BI uptake up 6, MITF TRPM1 HTS 2, SR-BI DiI inh -6, PKA-R1A act 0, dFosB act -2 and CDK5 p35 inh 1.0.

Further records
For Cc1ccc(-n2c(C)nc3cc(Cl)ccc3c2=O)nc1 the results were PKA-R2B act -2, Arrestin-AP2 inh 9, DSG3 Ab inh 99, Mot1-301 SUMO 11, SR-BI uptake up 2, MITF TRPM1 HTS 22, SR-BI DiI inh -2, PKA-R1A act -3, dFosB act -6, NSD2 inh -3 and CDK5 p35 inh 0.1.
`Oc1ccc2c3c1O[C@H]1c4oc5ccccc5c4C[C@@]4(O)[C@@H](C2)N(CC2CC2)CC[C@]314` gave PKA-R2B act 1, Arrestin-AP2 inh 30, DSG3 Ab inh 100, Mot1-301 SUMO 82, SR-BI uptake up 18, MITF TRPM1 HTS -10, SR-BI DiI inh -18, PKA-R1A act -18, dFosB act 0 and CDK5 p35 inh 0.6.
Screening CC=C(C)C1(CCC)C(=O)NC(=S)NC1=O returned PKA-R2B act -5, Arrestin-AP2 inh -15, DSG3 Ab inh 105, SR-BI uptake up 0, MITF TRPM1 HTS 3, SR-BI DiI inh 0, PKA-R1A act 3, dFosB act -5, NSD2 inh -1 and CDK5 p35 inh 0.6.
Screening Cc1cccc(N/N=C/c2c(O)[nH]c(=S)[nH]c2=O)c1 returned PKA-R2B act 6, Arrestin-AP2 inh 3, DSG3 Ab inh 100, Mot1-301 SUMO 376*, SR-BI uptake up 2, MITF TRPM1 HTS 16, SR-BI DiI inh -2, PKA-R1A act 13, dFosB act 5 and CDK5 p35 inh -2.9.
COc1ccccc1N1CCN(Cc2c(F)cccc2F)CC1 was read as PKA-R2B act -5, Arrestin-AP2 inh 12, Mot1-301 SUMO 1, SR-BI uptake up 7, MITF TRPM1 HTS -4, SR-BI DiI inh -7, PKA-R1A act -7, dFosB act 5, NSD2 inh 3 and CDK5 p35 inh -1.0.
For O=C(c1cccnc1)C1CCCN(Cc2nc(-c3cnccn3)no2)C1 (centres undefined) the results were PKA-R2B act -5, Arrestin-AP2 inh 0, DSG3 Ab inh 93, Mot1-301 SUMO 7, MITF TRPM1 HTS -1, PKA-R1A act -5, dFosB act 1 and CDK5 p35 inh 0.8.

Only part of the results is shown; rates above refer to the full screens.
